# KCNQ1 block – human KCNQ1 channel inhibition. B-score at 10 µM. 310,000 tested, 1.3% active. CHO-K1 KCNQ1, FluxOR thallium flux fluorescence; hits give high values. P51787;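 active = compounds whose thallium flux B-score, printed positive for inhibition, exceeds three library SD while starting fluorescence stays within three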;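 note: channel opened by potassium depolarization with thallium stimulus after 20 min compound exposure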
# KCNK9 inh – blocks the human KCNK9 two-pore domain potassium channel; Q9NPC2; HEK293 KCNK9, FluxOR thallium flux fluorescence; hits give low values; B-score at 10 µM; 310,000 tested, 1.2% active; AID 488922;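 active = ratio B-score over 3 SD below the library mean, with starting fluorescence within 5 SD of its mean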;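 note: negative B-score means less thallium flux so channel inhibition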
# KCNQ1 pot – potentiators or activators of human KCNQ1 potassium channel | P51787 | CHO-K1 KCNQ1, thallium flux FluxOR fluorescence; hits give high values | B-score at 10 µM | 310,000 tested, 0.35% active | AID 2648;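 active = fluorescence ratio B-score, a plate-corrected score, at least three library SD, with initial intensity B-score within 5 SD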
#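 System: Stable KCNQ1 CHO-K1 line | Incubation: 90 min dye loading and 20 min compound exposure, both at room temperature | Measure: Ratio B score | Medium: Assay buffer for compound exposure, DMSO matched across wells | Compound dosing: Single-concentration screen | Probe or stimulus: K+/Tl+ depolarizing stimulus | Measured by: Kinetic FluxOR fluorescence, 10 s baseline plus 110 s post-stimulus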
# RGS4 block – human RGS4 inhibition; 310,000 tested, 0.45% active; AID 463165; HEK293 M3R/RGS4 inducible, Fluo-4 calcium flux; hits give high values; triggered by carbachol at its EC20; B-score at 10 µM; P49798;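 active = B-score, a plate-corrected calcium signal, over three deviations above library mean, with baseline fluorescence within five deviations of library mean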;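 note: RGS4 expression induced by doxycycline in cells with stable M3 receptor; B-score is computed from the integrated fluorescence ratio over baseline after carbachol; higher B-score means a larger calcium signal and so more RGS4 inhibition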
# Target sequence (P49798 whole entry, looked up): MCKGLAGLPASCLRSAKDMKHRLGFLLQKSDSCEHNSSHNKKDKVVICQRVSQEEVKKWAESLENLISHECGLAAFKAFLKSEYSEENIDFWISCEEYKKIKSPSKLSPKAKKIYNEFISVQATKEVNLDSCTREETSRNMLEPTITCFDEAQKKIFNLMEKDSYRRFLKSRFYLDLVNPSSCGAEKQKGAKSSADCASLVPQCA
# Dyrk1A ADPGlo – inhibitors of rat Dyrk1A kinase | Q63470 | ADP-Glo luminescence, NFATc1 peptide | inhibition, % at 12.5 µM | 310,000 tested, 0.43% active; in the data active = inhibition above about 50%;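 note: plate controls were vehicle with enzyme for no effect and no enzyme for full effect; many of its hits are not listed in these tables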
# KCNK3 inh – human KCNK3 channel inhibition, primary screen | O14649 | CHO-KCNK3 thallium flux, FluxOR fluorescence; hits give low values | B-score at 10 µM | 340,000 tested, 0.84% active;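 active = B-score under library mean minus 4 SD, starting fluorescence ratio at most library mean plus 5 SD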;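 note: more negative B-score means stronger inhibition of thallium flux through KCNK3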
# Target sequence (O14649 whole entry, looked up): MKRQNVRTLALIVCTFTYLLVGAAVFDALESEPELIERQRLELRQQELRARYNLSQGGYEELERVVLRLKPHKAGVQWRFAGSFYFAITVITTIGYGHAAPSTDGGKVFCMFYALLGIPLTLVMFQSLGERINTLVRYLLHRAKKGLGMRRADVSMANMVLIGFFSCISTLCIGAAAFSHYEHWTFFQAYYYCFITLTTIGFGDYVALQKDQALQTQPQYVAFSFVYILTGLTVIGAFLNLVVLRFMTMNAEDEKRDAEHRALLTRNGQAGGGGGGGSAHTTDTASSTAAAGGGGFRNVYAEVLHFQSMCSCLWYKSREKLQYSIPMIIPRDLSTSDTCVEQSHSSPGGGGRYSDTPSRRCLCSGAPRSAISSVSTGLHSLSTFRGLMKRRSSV
# GSK3A inh – inhibitors of human GSK-3 alpha kinase | inhibition, % at 10 µM | P49840 | ADP-Glo luminescence, 60 min | AID 2650 | 320,000 tested, 0.1% active;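 in the data active = inhibition above about 50%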;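 note: GST-tagged GSK-3 alpha with peptide substrate and 25 µM ATP; 0% = DMSO neutral wells and 100% = GW8510 positive control wells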
# Target sequence (P49840 whole entry, looked up): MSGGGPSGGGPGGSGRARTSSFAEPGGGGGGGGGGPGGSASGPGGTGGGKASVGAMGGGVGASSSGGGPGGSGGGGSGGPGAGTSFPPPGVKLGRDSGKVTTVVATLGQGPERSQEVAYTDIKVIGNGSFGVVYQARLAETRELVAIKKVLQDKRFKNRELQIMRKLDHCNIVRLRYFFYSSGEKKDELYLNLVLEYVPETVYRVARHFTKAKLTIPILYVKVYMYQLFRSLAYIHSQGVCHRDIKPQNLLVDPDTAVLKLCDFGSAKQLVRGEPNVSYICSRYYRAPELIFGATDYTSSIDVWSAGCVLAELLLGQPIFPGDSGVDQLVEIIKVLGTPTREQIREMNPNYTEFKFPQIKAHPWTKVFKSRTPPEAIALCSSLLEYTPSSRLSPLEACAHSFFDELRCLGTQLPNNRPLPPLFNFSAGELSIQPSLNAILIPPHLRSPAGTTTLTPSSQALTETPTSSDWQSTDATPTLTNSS
# PolyA inhibitor – yeast polyadenylation inhibition | S. cerevisiae SKY197-pL101 polyadenylation reporter, beta-gal luminescence; efflux-impaired pdr1/pdr3 knockout yeast; score 100 = 6 SD above DMSO | 300,000 tested, 0.02% active | calls only at 12 µM;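 active = lowest replicate activity score at least 50, where 100 means six control SD above control mean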;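 note: yeast exposed to compound for 9 h at 30 °C; higher score means more reporter readthrough which indicates perturbed polyadenylation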
# RGS4 pot – RGS4 potentiation or activation; B-score at 10 µM; 310,000 tested, 0.92% active; HEK293 M3R/inducible RGS4, carbachol calcium flux Fluo4; hits give low values; AID 463111;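 active = B-score of the integrated calcium signal more than 4 SD below the library mean, with starting fluorescence not abnormally high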;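 note: negative B-score means reduced calcium response which marks RGS4 activation or potentiation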
#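 test system = M3R-expressing HEK293 line, RGS4 induced by doxycycline | probe or stimulus = carbachol at ECmax as muscarinic agonist stimulus | timing = dye loading 30 min 37 °C, buffer rest 30 min RT | signal = calcium dye Fluo4 fluorescence | evaluation = B score from integrated fluorescence ratio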
# hERG rescue – compounds protecting human hERG from proarrhythmic drug block | Q12809 | CHO-hERG, FluxOR thallium flux, dofetilide IC70 present | activation (rescue from dofetilide block), less the hit threshold, % at 10 µM | AID 1511 | 310,000 tested, 0.51% active;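 active = activation above the mean of controls blocked by dofetilide plus 5 SD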;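 note: thallium influx through hERG after potassium depolarization seen as dye fluorescence rise; in these data hits start at about 4.7%; inactives centre near -7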
# GSK3beta inhib – human GSK3beta kinase inhibition. 300,000 tested, 0.038% active. GST-GSK3beta kinase, ADP-Glo luminescence, 60 min; hits give low values. P49841. activity score (negative = inhibition), % at 10 µM;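 active = more than half of replicate wells score below -50%, meaning over 50% inhibition versus plate controls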;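 note: 0% = median DMSO wells and -100% = median GW8510 positive control wells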
#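 Assay system: GST-fused GSK3beta enzyme, cell-free / Medium: Tris pH 7.5 buffer with MgCl2, DTT, BSA, heparin / Also added: peptide substrate plus 25 µM ATP (final) / Compound: 10 µM single point / Timing: kinase reaction with compound 60 min at room temperature / Detection: ADP-Glo luminescence / Benchmarks: DMSO neutral wells and GW8510 at 20 µM as positive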
# * marks the source's active call; other numbers are inactive results; i = inactive; x = not tested or not shown. Only part of the results is shown; count on the stated rates, not on these rows.
SMILES,KCNQ1 block,KCNK9 inh,KCNQ1 pot,RGS4 block,Dyrk1A ADPGlo,KCNK3 inh,GSK3A inh,PolyA inhibitor,RGS4 pot,hERG rescue,GSK3beta inhib
CC(=O)NCCCC(=O)NC(CCC(=O)OCc1ccccc1)C(=O)OCc1ccccc1 (configuration not stated),i,i,i,i,-2,i,-3,i,i,-22,3
CCNc1nc(NC(C)C)nc(OCCOC(=O)Nc2ccccc2)n1,i,i,i,i,3,i,-3,i,i,-5,1
COc1ccc(-c2cccc(NS(=O)(=O)c3ccccc3[N+](=O)[O-])c2)nn1,i,i,i,i,-3,i,-3,i,i,-10,3
COc1cc(C(=O)Oc2cccc(C)c2)cc(OC)c1OC,i,i,i,i,0,i,-2,i,i,-9,3
COc1cccc(N2CCN(Cc3nc(N)nc(Nc4ccccc4)n3)CC2)c1,i,i,i,i,-1,i,-4,i,i,-25,-1
CC(C)(C)c1csc(NC(=O)c2ccc(Br)o2)n1,i,i,i,i,-4,i,1,i,i,-11,2
O=C(O)COc1ccccc1/C=N/NC(=O)CN1CCN(Cc2ccccc2Cl)CC1,i,i,i,i,-6,i,-1,i,i,-14,2
Cc1cc(C)n2cc(CSCc3ccco3)nc2n1,i,i,i,i,-9,-17*,-3,x,i,-3,-3
Cc1cc(C)n(-c2ccc(NC(=O)C3CCCCN3C(=O)c3occc3C)cc2)n1 (configuration not stated),i,i,i,i,-7,i,-3,i,i,-5,-4
COC(=O)Cn1ncn2c(cc3oc(C)cc32)c1=O,i,i,i,i,-4,i,0,i,i,0,3
Cc1cccc(NS(=O)(=O)c2ccc(-c3cnc(C4CC4)o3)cc2)c1C,i,i,i,i,0,i,x,i,i,-12,0
Cc1ccc(S(=O)(=O)c2nc(-c3ccccc3Br)oc2N(C)C)cc1,i,i,i,i,-5,i,-3,i,i,-11,-1
O=C(NCCO)c1ccc2nc(-c3ccco3)c(-c3ccco3)nc2c1,i,i,i,i,-3,i,1,i,i,-10,3
Cc1nn(-c2ncc(C(F)(F)F)cc2Cl)c(=O)n1-c1c(F)cccc1F,i,i,i,i,-5,i,-3,i,i,-5,-3
CC1CCCCC1NC(=O)/C(C#N)=C/c1ccc(OCC(N)=O)cc1 (configuration not stated),i,i,i,i,-8,i,0,i,i,-10,-3
CCOc1ccc(OCc2ccc(C(=O)N3CCCC3)o2)cc1,i,i,i,i,x,i,-1,i,i,-10,1
COc1ccc(-c2n[nH]c(C)c2-c2ccc(OC)c(OC)c2)c(O)c1,i,i,i,i,9,i,3,i,i,-3,-1
CN(CCC#N)C(=O)CSc1nc2scc(-c3ccccc3)c2c(=O)[nH]1,i,i,i,i,-1,i,0,i,i,-9,5
COc1ccc(S(=O)(=O)Nc2ccc3c(c2)OCO3)cc1C,i,i,i,i,-3,i,5,i,i,-1,6
O=C(CNC(=O)c1ccco1)Nc1ccc2c(c1)OCCO2,i,i,i,i,0,i,3,i,i,-13,-7
O=C(NCc1ccccc1)[C@]1(C(F)(F)F)C[C@H](CCc2ccccc2)CCCO1,i,i,i,i,3,i,-4,i,i,-8,2
Nc1ccccc1C(=O)Nc1cccc2ccccc12,i,i,i,i,-3,i,-2,i,i,-1,-5
CCN(CC)CCCNC(=S)N1CCN(c2nc(-c3ccc(F)cc3)cs2)CC1,i,i,i,i,x,i,10,i,i,-20,-9
Nc1c(S(=O)(=O)c2cccc(Cl)c2)c2nc3ccccc3nc2n1/N=C/c1ccc(O)c(O)c1,i,i,i,16*,x,x,0,i,i,-6,-1
Cc1cc(Nc2ccccc2)nc2cc(O)ccc12,7*,i,i,i,74*,i,3,i,i,-19,-4

# (cont.)
SMILES,KCNQ1 block,KCNK9 inh,KCNQ1 pot,RGS4 block,Dyrk1A ADPGlo,KCNK3 inh,GSK3A inh,PolyA inhibitor,RGS4 pot,hERG rescue,GSK3beta inhib
O=C(NCCCNC(=O)c1ccc(Cl)cc1Cl)c1cnccn1,i,i,i,i,-7,i,2,i,i,-2,-1
COc1ccc2[nH]c3c(c2c1)CCNC3(C)CCc1ccc(Cl)nc1 (configuration not stated),i,i,i,i,-2,i,-1,i,i,-4,-1
C#CC(C)(C)NC(=O)c1ccc(-c2ccccc2F)cc1,i,i,i,i,x,i,-8,i,i,-7,4
Cn1nnnc1P(=O)(c1ccccc1)c1ccccc1,i,i,i,i,-4,i,0,i,i,-2,1
CC(=O)N1CCC(C(=O)Nc2ccc(S(=O)(=O)N3CCCCC3)cc2)CC1,i,i,i,i,-2,i,-1,i,i,-15,3
O=[N+]([O-])c1ccc(S(=O)(=O)N2CCC3(CC2)OCCN3S(=O)(=O)c2cccs2)cc1,i,i,i,i,3,i,1,i,i,-7,-6
CC(C(=O)O)N1C(=O)C2C3CC(C2C1=O)C1C(c2ccccc2)c2sc(=O)[nH]c2SC31 (configuration not stated),i,i,i,i,2,i,-2,i,i,-6,2
COc1ccc(C)cc1-n1nnnc1SCC(=O)NNC(=O)c1ccc([N+](=O)[O-])cc1,i,i,i,i,5,i,2,i,i,-3,2
COc1ccc(CNC(=O)c2ccc(-c3ccccc3)cc2)cc1,i,i,i,i,5,i,-1,i,i,-4,5
CC12CCC(C(=O)N(CCCCN3CCN(c4ccccn4)CC3)C1=O)C2(C)C (configuration not stated),i,i,i,i,-1,i,-1,i,i,-6,2
COc1cc(/C=C/C(=O)O)cc(S(=O)(=O)Nc2ccc3nc(SC)sc3c2)c1OC,i,i,i,i,x,i,-4,i,i,-3,5
Cc1ccc(/C=N/NC(=O)CNC(=O)c2cccs2)o1,i,i,i,i,-2,i,1,i,i,-6,2
Cc1cccc(-n2ncc3c(NCc4cccs4)ncnc32)c1,i,i,i,i,2,i,1,i,i,-5,-1
CNC(=S)NCc1ccc2[nH]c3c(c2c1)CCCC3,i,i,i,i,-1,i,0,i,i,-25,2
CC1CC(C)CN(C(=O)CSc2ccsc2[N+](=O)[O-])C1 (configuration not stated),i,i,i,i,-2,i,10,i,i,-2,1
O=C(Cc1ncc(C(F)(F)F)cc1Cl)NCc1cccnc1,i,i,i,i,-5,i,-4,i,i,-3,-2
Clc1ccc(-c2nc3ccccn3c2CN2CCSCC2)cc1,i,i,i,i,0,i,0,i,i,-25,0
O=C(c1ccc([N+](=O)[O-])s1)N1CCN(c2cccc(Cl)c2)CC1,i,i,i,i,-2,i,8,i,i,-10,-2
O=c1c(C/C=C/c2ccccc2)c(O)ccn1Cc1cccc(Cl)c1,i,i,i,i,-3,i,-1,i,i,-2,3
CC(C)(Cc1ccc(O)cc1)NC(=O)CC(=O)N/N=C/c1ccc([N+](=O)[O-])cc1,i,i,i,i,0,i,-3,i,i,-6,2
CCCCNS(=O)(=O)c1ccc(OC)cc1,i,i,i,i,3,i,-4,i,i,-5,0
c1ccc(-c2nn[nH]n2)cc1,i,i,i,i,x,i,0,i,i,-2,1
O=[N+]([O-])c1ccc(N2CCCC2)cc1NCc1ccccc1,i,i,i,i,-5,i,-4,i,i,-16,0
CCCC(=O)N/N=C1\CS(=O)(=O)N(C)c2ccsc21,i,i,i,i,-5,i,8,i,i,-3,2
CCCCCCS(=O)Cc1ccccc1 (configuration not stated),i,i,i,i,14,i,-1,i,i,-8,-3

# Later entries.
SMILES,KCNQ1 block,KCNK9 inh,KCNQ1 pot,RGS4 block,Dyrk1A ADPGlo,KCNK3 inh,GSK3A inh,PolyA inhibitor,RGS4 pot,hERG rescue,GSK3beta inhib
Cc1ccnc(Cc2ccccc2)n1,i,i,i,i,-3,i,-1,i,i,-7,4
NC(=O)CC(NC(=O)Cc1cccc2ccccc12)c1ccc(N2CCC(N3CCCCC3)CC2)c([N+](=O)[O-])c1 (configuration not stated),i,i,i,i,0,i,-2,i,i,-5,3
CCOC(OCC)P(=O)(c1ccccc1)c1ccccc1,i,i,i,i,3,i,-1,i,i,-5,-1
O=C(c1cccs1)N1CCN(C(=O)c2ccco2)c2ccccc2C1,i,i,i,i,7,i,1,i,i,-11,-3
N#C/C(=C\c1ccc(N2CCOCC2)o1)C(=O)NCC1CCCO1 (configuration not stated),9*,i,i,i,-2,i,x,i,i,-17,-1
NNC(=O)c1nc(-c2ccccc2)cc(-c2ccccc2)n1,i,i,i,i,-3,i,1,i,i,-12,-1
CS(=O)(=O)N(CC(=O)NCCSCc1ccccc1Cl)c1ccccc1F,i,i,i,i,0,i,-3,i,i,-8,-3
CCC(C)[C@H](NC(=O)Nc1cccc(Br)c1)C(=O)OC (some centres not stated),i,i,i,i,6,i,0,i,i,-11,-2
COCc1cc(=O)[nH]c(/N=C(\N)Nc2ccccc2C)n1,i,i,i,i,4,i,x,i,i,-3,-2
N#CC1=C(N)Oc2c(ccc3cccnc23)C1c1cccnc1 (configuration not stated),i,i,i,i,14,i,5,i,i,-9,2
O=C(C1=NN(c2ccccc2)C2C(=O)N(c3ccccc3Cl)C(=O)C12)c1ccccc1 (configuration not stated),i,i,i,i,-4,i,-2,i,i,0,1
COc1cc(NS(=O)(=O)c2ccc(F)cc2)c(OC)cc1NC(C)=O,i,i,i,i,-9,i,-4,i,i,-2,0
COc1ccc(/C=N/NC(=O)c2ccn[nH]2)cc1CN1CCOCC1,i,i,i,i,-5,i,2,i,i,-4,0
Cc1ccc(Cn2nnc3c(=O)n(CC(=O)OCc4ccccc4)cnc32)cc1,i,i,i,i,-1,i,-1,i,i,-10,1
COc1ccc(C(=O)/C=C/c2ccccc2)c(OC)c1,i,i,i,i,11,i,2,i,i,-13,0
Cc1cccc(C)c1NC(=O)C(c1ccccc1)N1CCN(C(=O)c2ccco2)CC1 (configuration not stated),i,i,i,i,-2,i,-3,i,i,-11,1
CN1CCN(c2nc(Nc3ccccc3)nc(N)c2[N+](=O)[O-])CC1,i,i,i,i,x,i,22,i,i,-15,-8
CC(NC(=O)c1cc(Br)ccc1Br)c1ccccc1 (configuration not stated),i,i,i,i,x,x,-1,i,i,-13,-3
CC(C)NC(=O)CN1C(=O)C(=O)c2ccccc21,i,i,i,i,-6,i,-1,i,i,-10,-2

# Screening data (PubChem)
